High-throughput results (PubChem BioAssay)
NTR1 ag = NTR1-driven beta-arrestin-GFP spot formation – imaging, U2OS cells, high content, primary screen (AID 493036); agonist mode; activation, % at 20 µM; hit rate 0.17% among 330,000;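 active means activation at or above 40% of the spot to cytoplasm intensity ratio, with at least 20 cells analyzed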;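 further: 0% = DMSO without peptide and 100% = 100 nM NTR1 peptide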
Target sequence (P30989 whole entry, looked up): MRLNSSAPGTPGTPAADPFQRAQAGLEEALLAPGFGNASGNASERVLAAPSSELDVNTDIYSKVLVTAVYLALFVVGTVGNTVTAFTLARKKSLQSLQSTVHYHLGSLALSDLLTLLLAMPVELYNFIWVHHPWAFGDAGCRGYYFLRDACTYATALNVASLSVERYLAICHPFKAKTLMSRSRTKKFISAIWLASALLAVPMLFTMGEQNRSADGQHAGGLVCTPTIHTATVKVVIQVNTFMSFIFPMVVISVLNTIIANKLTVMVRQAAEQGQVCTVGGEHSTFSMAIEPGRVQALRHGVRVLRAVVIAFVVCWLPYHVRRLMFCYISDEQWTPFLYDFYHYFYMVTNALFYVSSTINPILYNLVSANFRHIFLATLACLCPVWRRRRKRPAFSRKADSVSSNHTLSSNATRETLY
NOD1 NF-kB reporter = NOD1 signaling inhibitors, primary screen, cell-based, luminescence, uHTS (AID 1578). hit rate 1% among 290,000. NOD1-driven NF-kB luciferase reporter cells, luminescence; higher % means a stronger effect. inhibition, % at 4 µM, or EC50 in µM where a hit was titrated; in the data active means inhibition mostly above about 36%, no sharp cut-off; inactive means mostly below about 34%;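 further: HEK-293T reporter cells stimulated with the NOD1 agonist gamma-tri-DAP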
ER stress rescue = protection against thapsigargin-triggered cell killing – 384-well, CSM14.1, ATP luminescence, primary screen (AID 1222) | 190,000 tested, under 10 active | CSM14.1 thapsigargin-induced death rescue, ATP luminescence; higher % means a stronger effect | one-dose cellular ATP content (survival), % at 20 µM; EC50 in µM for titrated hits;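 active means EC50 below 50 µM in the dose-response confirmation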;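 further: death triggered by thapsigargin at about 15 µM added after 2 h compound pretreatment; cell ATP read after overnight thapsigargin exposure of roughly 18 to 22 hours; normalized against plate controls of thapsigargin alone and 5% DMSO vehicle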
NOD2 inhibition = inhibition of NOD2-driven NF-kB reporter – cell-based, luminescence, uHTS, HEK293 (AID 1566) | HEK293 NOD2/NF-kB luciferase reporter, luminescence; higher % means a stronger effect | inhibition, % at 4 µM; hits with a dose series show EC50 in µM | hit rate 0.63% among 290,000; further: many of its hits are not listed in these tables
KOR beta-arrestin-1 = KOR antagonists, beta-arrestin recruitment, cell-based, luminescence, uHTS (AID 1778). KOR beta-arrestin recruitment, luminescence, antagonist mode; higher % means a stronger effect. one-dose inhibition, % at 10 µM; IC50 in µM for titrated hits. hit rate 0.091% among 290,000; further: strong numbers were not always called active
TNAP activation fold = stimulation of alkaline phosphatase TNAP activity – biochemical, luminescent, no phosphate acceptor, uHTS, primary screen (AID 1001) | hit rate 0.03% among 200,000 | activation fold at 20 µM; hits with a dose series show EC50 in µM | purified TNAP, luminescent activation assay, no phosphate acceptor; higher activation fold means a stronger effect; in the data active means activation fold from about 3, or a potency from the dose series; inactive means the rest, 99 in 100 with activation fold below about 1.6; further: many of its hits are not listed in these tables
KOR beta-arrestin-2 = KOR agonists, beta-arrestin recruitment, primary screen, cell-based, luminescence, uHTS (AID 1777) | KOR beta-arrestin recruitment, luminescence; higher % means a stronger effect | activation, % at 10 µM, or EC50 in µM where a hit was titrated | hit rate 0.02% among 280,000; in the data active means activation above about 50%, passing the limit was not always enough; further: a part of the inactive calls stands beside numbers as strong as those of hits
GPR55 beta-arrestin = GPR55 agonists via beta-arrestin recruitment, primary screen, imaging, U2OS cells, beta-arrestin-GFP redistribution (AID 1961) | activation, % at 10 µM; hits with a dose series show EC50 in µM | hit rate 0.048% among 290,000 | U2OS GPR55 beta-arrestin-GFP redistribution imaging; higher % means a stronger effect;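 active means activation above 40% with more than 50 cells counted in the well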;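 further: U2OS osteosarcoma cells stably expressing GPR55 and beta-arrestin-GFP; plate controls were DMSO negative control for no effect and LPI positive control for full effect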
Yfh1-off respiration = enhancers of respiration in Yfh1-depleted yeast, dose response, Friedreich's ataxia, plus single-dose screen (AID 1465) | S. cerevisiae Yfh1-off respiration, WST-1 reduction, 72 h; higher fold induction means a stronger effect | hit rate 0.074% among 220,000 | fold induction at 50 µM, or EC50 in µM where a hit was titrated;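 active means fold induction of absorbance versus untreated yeast above a set limit, then at least 30% activation at any dose in follow-up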;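 further: activators that raise dye reduction in frataxin-depleted yeast; strong numbers were not always called active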
NTR1 ag cell count 20 µM = second read-out of NTR1 ag, no call of its own (marks repeat the call); cell count; measured here: cell count, cytotoxicity flag
Starred values were filed as active, the others as inactive; i = inactive; · = no result given; [ ] = another dose, or the depositor's remark. Unless noted, no stated cut-off is given here; in the data, active means inhibition above about 50%; inactive means the rest.

SMILES | NTR1 ag | NTR1 ag cell count 20 µM | NOD1 NF-kB reporter | ER stress rescue | NOD2 inhibition | KOR beta-arrestin-1 | TNAP activation fold | KOR beta-arrestin-2 | GPR55 beta-arrestin | Yfh1-off respiration
COc1ccc(-n2c(=O)c3ccccc3n(CC(=O)OCc3ccccc3)c2=O)cc1OC | -0.5 | 58 | -5% | -2.4% | -5% | 14% | 1.7 | -3.4% | -0.2% | i
Nc1c(-c2cccs2)cnn1-c1nc(-c2ccc(Cl)cc2Cl)cs1 | 0.5 | 76 | -28% | 1.0% | 9% | -3% | 1.1 | 0.0% | 0.8% | i
Cc1ccc(Cn2cccc(NC(=O)NC3CCCCC3)c2=O)cc1 | -1.0 | 65 | -8% | 7.8% | 18% | 26% | 1 | 0.0% | -0.1% | i
CCOCCCNC(=O)N1CCOCC1 | -0.8 | 87 | -15% | -0.8% | -9% | 27% | 1.1 | -3.2% | -0.1% | i
CC(C)NC(=O)CN1CCN(Cc2nc(C(c3ccccc3)c3ccccc3)no2)CC1 | -1.6 | 69 | -28% | 0.5% | -5% | -34%[20 µM] | 1 | · | 0.5% | i
O=C(CC1Oc2ccccc2NC1=O)NCCCN1CCCC1=O (configuration not stated) | -0.2 | 53 | -10% | -2.2% | -1% | 3% | 1 | 2.0% | -0.1% | i
O=[N+]([O-])c1ccc2c(c1)c(-c1ccccc1)nc1nncn12 | · | · | -34% | -0.4% | 15% | -8% | 1.1 | 4.0% | 1.1% | i
COc1ccc(Cl)cc1C(=O)Nc1cccnc1 | -1.3 | 65 | -20% | · | 6% | -29%[20 µM] | · | -3.0% | 0.3% | ·
NC(=O)c1ccc(-n2c(CCC(=O)O)ccc2-c2cccs2)cc1 | 0.8 | 68 | -22% | -2.2% | 8% | -23% | 1.1 | 2.3% | 0.4% | i
CC(=O)c1cnc2c(-c3cccc(Br)c3)cnn2c1C | 0.6 | 70 | -19% | -1.3% | 20% | -3% | 1.1 | 1.9% | -0.4% | i
COC(=O)c1ccc(N/C(C)=C/C(=O)c2ccc(C)o2)cc1 | -1.1 | 86 | -36% | -1.1% | -11% | -16% | 1 | -0.6% | -0.1% | i
Cc1[nH]c(=S)[nH]c(=O)c1Cc1ccc(OCC(C)C)cc1 | 1.9 | 45 | 0% | 0.4% | 22% | -75%[20 µM] | 1 | · | -0.1% | i
NC(=Nc1ccc(N)cc1)C(N)=Nc1ccc(N)cc1 | -0.4 | 44 | -6% | · | 7% | 22% | · | -3.8% | -0.1% | i
CCc1noc(C)c1C(=O)N1CCC(CCC(=O)Nc2cccc(OC)c2)CC1 | 2.0 | 47 | -19% | · | -1% | -32% | · | 8.1% | -0.1% | ·
Cc1cc(C)nc(N2CCC(C(=O)NCc3ccccc3F)CC2)n1 | 0.3 | 31 | -20% | 3.4% | 9% | -8%[20 µM] | 1.1 | -6.4% | -0.1% | i
Cc1cc2c(cc1C)NC1(C(=O)Nc3ccccc31)C1=C(CC(C)(C)CC1=O)N2 (configuration not stated) | 0.7 | 54 | -24% | 2.4% | -2% | 0% | 1.1 | 10% | -0.1% | i
OC(CNCc1cccs1)c1ccccc1 (configuration not stated) | 0.7 | 87 | -6% | · | 12% | 15% | · | -13% | -0.1% | ·
COc1ccccc1CCC(=O)Nc1cccc(S(=O)(=O)N2CCOCC2)c1 | 1.1 | 63 | -20% | · | -1% | -11% | · | 0.5% | -0.1% | ·
Nc1ccc(Nc2ccncc2[N+](=O)[O-])cc1 | 1.5 | 56 | 14% | -2.9% | -7% | -43% | 1 | 1.1% | 0.3% | i
Cc1ccc(OCCN2C(=O)c3ccccc3C2=O)c(C)c1 | -1.3 | 67 | -18% | -1.6% | 4% | 23% | 1.1 | -3.8% | 0.2% | i
CCCCOc1ccc(CSc2n[nH]c(C)n2)cc1 | 1.6 | 60 | -27% | -0.6% | -31% | 19% | 1.2 | -0.9% | 0.2% | i
O=C(O)c1cccc(Nc2ccnc(Nc3cccc(C(=O)O)c3)n2)c1 | -0.8 | 95 | 38%* | · | -12% | 18% | · | -2.3% | 0.0% | ·
COc1ccc(/C=C/C(=O)OCC(=O)NCC2CCCO2)cc1 (configuration not stated) | -1.2 | 78 | -23% | -1.5% | 0% | 18% | 1.1 | -2.0% | -0.2% | i
COc1ccc(CCNC(=O)C2CC(=O)N(C3CCCCC3)C2)cc1OC (configuration not stated) | -0.6 | 56 | -5% | · | -10% | -2% | · | 0.0% | -0.1% | ·
CCOC(=O)C(NCc1ccccc1)(NC(=O)c1ccccc1)C(F)(F)F (configuration not stated) | 6.5 | 91 | -12% | -0.7% | -15% | 6% | 1.1 | 1.1% | -0.1% | ·
O=C(CNC(=O)c1ccco1)OCC(=O)c1ccc(Cl)cc1 | 0.5 | 83 | 2% | 0.4% | -12% | -16%[20 µM] | 1.1 | · | -0.1% | i
CCN1CCN(C(=O)CCc2nc3ccccc3c(=O)[nH]2)CC1 | -5.1 | 87 | · | -0.2% | 13% | 17% | 1.1 | -2.0% | -0.3% | i
COc1ccccc1S(=O)(=O)c1c(C)cc(C)[nH]c1=O | -2.2 | 88 | 2% | · | 11% | 24% | · | -2.8% | 0.0% | ·
Cc1cnc(C(=O)NCc2ccc(F)cc2)cn1 | 1.4 | 46 | -18% | · | 20% | 16% | · | -2.3% | 0.6% | ·
S=C(Nc1ccccc1)Nc1ccccc1Br | -1.2 | 58 | -21% | · | -3% | 1% | · | 1.4% | -0.1% | i
CN(C)c1cc[n+](CC(=O)N2CCCc3ccccc32)cc1 | -0.1 | 46 | -32% | · | 11% | -6% | 1 | -3.8% | -0.5% | i
C[C@H]([C@@H](N)C(=O)N[C@@H](C(=O)O)[C@@H]1O[C@H](n2ccc(=O)[nH]c2=O)[C@@H](O)[C@H]1O)[C@@H](O)c1ccc(O)cn1 | -0.2 | 74 | 22% | -0.6% | 10% | 8% | 1.9 | -2.8% | 0.2% | i
O=C(O)CC1S/C(=N\N=C2\C(=O)Nc3ccccc32)N(c2ccc(O)cc2)C1=O (configuration not stated) | 0.3 | 89 | -4% | · | 5% | 4% | · | -3.3% | 0.0% | ·
CC(C)(C)CC(C)(C)NC(=O)Nc1cccc([N+](=O)[O-])c1 | 13 | 56 | -2% | -0.4% | 14% | -3% | 1.1 | -2.8% | -0.2% | i
Cc1ccccc1OCc1nc(-c2ccc(NC(=O)c3ccco3)cc2)no1 | 6.0 | 48 | -4% | 1.3% | 10% | 14% | 1 | -2.9% | -0.5% | i
COc1ccc(S(=O)(=O)N2CCCCC2)cc1NC(=O)c1cccnc1SC | -1.7 | 55 | 2% | · | 13% | 15% | · | 1.6% | -0.1% | i
c1ccc2c(-c3nc(-c4ccncc4)no3)cccc2c1 | 6.1 | 82 | -30% | -2.4% | -47% | -25% | 1.1 | 3.4% | -0.1% | i
Cc1cc(C)n(-c2nc3c(c(=O)[nH]c(=O)n3C)n2CCc2ccccc2)n1 | 0.3 | 38 | -13% | -2.1% | 5% | -10% | 1.1 | -4.2% | -0.1% | i
CCn1cc(C(=O)NC(C)CCc2ccccc2)c(=O)c2cc(S(=O)(=O)N(C)C)ccc21 (configuration not stated) | 1.3 | 84 | -6% | · | 10% | -35% | · | -2.3% | 0.4% | ·
CCn1c(SCc2ccccc2)nnc1-c1cccs1 | 0.9 | 92 | 15% | 1.6% | 15% | -4% | 1.1 | -6.8% | -0.1% | i
CCOc1ccc(N2C(=O)CS/C2=C(\C(Cl)=C(Cl)Cl)[N+](=O)[O-])cc1 | 1.1 | 67 | 1% | 0.0% | 6% | 22% | 1 | -0.1% | -0.1% | i
O=C(N1CCOCC1)n1nnc2ccccc21 | 0.6 | 52 | 49% | 0.3% | 44% | 43% | 1.1 | 0.0% | -0.1% | ·
CCO[C@H]1OC(C(=O)NC2CC2)=C[C@@H](c2c[nH]c3ccccc23)[C@@H]1CCCO | 3.1 | 70 | -5% | · | 7% | 13% | · | · | -0.2% | i
CC(C)(C)C(=O)Nc1cc(S(=O)(=O)Nc2ccc(Cl)cc2)ccc1O | 0.2 | 34 | -30% | 0.0% | -4% | -28% | 1 | 5.3% | 0.0% | i
O=[N+]([O-])c1cccc(Cl)c1NCCNS(=O)(=O)c1ccccc1 | -0.3 | 59 | 32% | -1.9% | 22% | -10% | 1 | 1.0% | 0.3% | i
CCN1CCN(CCCOc2ccccc2-c2ccccc2)CC1 | -1.8 | 41 | -12% | -1.5% | 6% | -72%[20 µM] | 1.1 | -1.7% | -0.1% | i
COC(=O)c1cn(NC(=O)Cc2ccc(Cl)c(Cl)c2)c(=O)c2ccccc12 | 1.8 | 57 | -42% | -2.2% | -14% | -24% | 1.1 | 5.5% | -0.2% | i
CCn1c(=O)cc(OCC(=O)NCc2ccc(C)o2)c2ccccc21 | 2.0 | 79 | -31% | -1.6% | -7% | -9% | 1.1 | 2.0% | 0.2% | i
CCC1(NC(C)=O)CC2CC1CC2NC(C)=O (configuration not stated) | 0.6 | 83 | -28% | 1.6% | 1% | -2% | 1 | -1.1% | -0.1% | i
S=P(c1ccc(N2CCOCC2)cc1N1CCOCC1)(N1CCOCC1)N1CCOCC1 | · | · | 15% | -1.7% | 0% | 0% | 0.9 | 14% | -0.2% | ·
CN(C)/C=C(\C#N)c1nc2ccccc2[nH]1 | -0.1 | 51 | · | · | 13% | 34% | 1.1 | -2.5% | 0.4% | i
CCn1c(C)nnc1SCC(=O)Nc1ccc(N2CCOCC2)cc1 | 0.6 | 67 | -34% | · | 2% | -27% | · | 3.5% | 0.6% | ·
CC(=O)NC1CC2CCCC(C1)N2CC(=O)NCc1ccc(F)cc1 (configuration not stated) | -2.1 | 88 | -19% | 5.3% | 7% | -22% | 1 | 0.6% | 0.0% | i
CCCCNC(=O)CN(C1CCCCC1)S(C)(=O)=O | -0.7 | 90 | -26% | · | 0% | 19% | 1.1 | -2.7% | 1.0% | i
Cc1nnc(SCc2nc3scc(-c4ccccc4)c3c(=O)[nH]2)s1 | -0.7 | 79 | -8% | · | 14% | 25% | · | -5.0% | -0.1% | i
CN1CCN(/C=N/c2c(C#N)cnn2Cc2ccccc2)CC1 | -1.1 | 77 | -19% | -1.7% | -3% | -28% | 1 | -11% | -0.2% | i
O=C(CSc1nnc(-c2ccncc2)n1-c1ccc(Cl)cc1)N1CCOCC1 | -0.4 | 52 | -23% | -0.5% | -3% | -4% | 1.1 | -1.7% | -0.1% | i

Some of the compounds tested. The share of hits here may be higher or lower than overall.
